NPC1 prom act: activates the NPC1 promoter. Huh7 NPC1 promoter luciferase reporter, 24 h. Potency, µM (titrated, usually from 9.22 µM), inactives show top-dose activation, actives largely listed as activators. actives 2.4% (n = 320,000). AID 485313;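 also: % of control where 0% means no effect; nearly all actives have a fitted effect of over 60% in size; reporter is driven by a mutant NPC1 promoter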
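In 1536-well qHTS, Huh7 cells harboring an NPC1 promoter–luciferase construct received compound for 24 h; activation was quantified by luminescence following luciferase reagent addition.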
VP16 counter: counter-screen for ROR gamma inhibitors: Gal4-VP16 reporter. actives 3.5% (n = 310,000). Drosophila S2 Gal4-VP16 UAS-luciferase, luminescence, 20 h. Potency, µM (highest dose often 53.6 µM), for inactives: at the top dose activity, negative = inhibition, hits mostly inhibitors. AID 2546;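 also: Gal4-VP16 expression switched on by copper sulfate through the metallothionein promoter; % is scaled to controls: 0 for no effect and ±100 for the full control effect; nearly all actives have a fitted effect of over 50% in size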
FLuc counter: inhibits or activates purified firefly luciferase, miR-21 counter-screen; P08659; purified FLuc, Km substrates, luminescence inhibition; actives 6.9% (n = 360,000); Potency, µM (doses to about 57.5 µM), inactives show at the highest dose activity change, negative = inhibition, most hits filed as inhibitors; AID 588342;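 also: plate controls were vehicle for no effect and reference inhibitor for full effect; nearly all actives have a fitted effect of over 55% in size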
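Purified P. pyralis luciferase (10nM final) with 10uM D-luciferin and 10uM ATP (Km levels) in 50mM Tris acetate pH 7.5, 10mM Mg acetate, 0.01% Tween-20, 0.05% BSA; qHTS 6-point titration, ~60 µM downward; luminescence read.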
RORgamma inh: inhibitors of mouse ROR gamma transcriptional activity; P51450; Drosophila S2 Gal4-RORgamma UAS-luciferase reporter, 20 h; Potency, µM (titrated, usually from 53.6 µM), for the others: top-dose activity change, negative = inhibition, most hits filed as inhibitors; actives 5.4% (n = 310,000); AID 2551; also: % is scaled to controls: 0 for no effect and ±100 for the full control effect; nearly all actives have a fitted effect of over 60% in size
Target sequence (P51450 whole entry, looked up, the tested form may be a part): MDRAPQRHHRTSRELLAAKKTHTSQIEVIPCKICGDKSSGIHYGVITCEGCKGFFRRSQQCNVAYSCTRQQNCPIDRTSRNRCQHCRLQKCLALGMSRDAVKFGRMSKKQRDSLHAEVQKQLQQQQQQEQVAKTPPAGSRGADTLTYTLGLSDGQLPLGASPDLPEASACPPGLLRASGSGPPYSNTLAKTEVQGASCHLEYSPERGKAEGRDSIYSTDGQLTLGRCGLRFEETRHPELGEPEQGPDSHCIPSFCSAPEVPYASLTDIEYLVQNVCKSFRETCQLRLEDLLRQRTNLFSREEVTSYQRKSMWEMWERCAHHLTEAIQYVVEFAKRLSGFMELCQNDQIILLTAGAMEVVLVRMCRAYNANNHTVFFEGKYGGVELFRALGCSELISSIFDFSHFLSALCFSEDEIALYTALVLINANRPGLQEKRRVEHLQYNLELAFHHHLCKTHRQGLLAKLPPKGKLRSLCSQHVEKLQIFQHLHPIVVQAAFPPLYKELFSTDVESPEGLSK
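Schneider cells (Drosophila), stable Gal4 DBD–ROR gamma + UAS-luc; 1 hr cmpd preincubation; Cu2+ induction 700 uM final; 20 hr ambient; luminescence.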
BRCA1 expr act: activators of BRCA1 expression; Potency, µM (highest dose often 46.1 µM), inactives show at the top dose activation, most hits filed as activators; AID 624202; actives 1.1% (n = 380,000); MCF7-BRCA1-FFLuc reporter, luminescence, 48 h; response scale: scaled: vehicle 0%, 10 µM genistein 100%; also: nearly all actives have a fitted effect of over 80% in size; some results filed as inactive show a strong effect at the top dose
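Using MCF7 cells harboring a BRCA1 firefly luciferase reporter, plated 2 h before compound pinning, the screen measured luminescence after 48 h incubation. Responses were normalized to DMSO and 10 microM genistein, then fitted for concentration-effect.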
p53 reactivation: mutant p53 re-activation in reporter cells; H1299 p53-A138V BP100-luciferase reporter, luminescence, 24 h; Potency, µM (series often up to 92.2 µM), for inactives: top-dose activity change, positive = activation, most hits filed as activators; actives 0.063% (n = 320,000); AID 504706; also: % of control where 0% means no effect; nearly all actives have a fitted effect of over 45% in size
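H1299 (p53-null), stable ts p53-A138V + BP100-Luc; 1000 cells/well, Opti-MEM/10% FBS; cpd 4 pt, 1:5; 24 h, 37 deg C, 5% CO2; detection reagent 10 min RT; luminescence.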
uPA generation: blocks generation of uPA at the cell surface. AID 540303. Potency, µM (highest dose often 38.3 µM), for the others: at the highest dose activity change, negative = inhibition, actives largely listed as inhibitors. actives 0.31% (n = 330,000). cell surface uPA generation assay, qHTS; active = well fitted inhibition curve with a large enough effect; inconclusive = small, poorly fitted or top-dose-only effect; inactive = no such curve, though single readings can be large or run the other way; tested in mouse RAW 264.7 cells; also: % is scaled to controls: 0 for no effect and ±100 for the full control effect; nearly all actives have a fitted effect of over 55% in size
Rab9 promoter act: activators of Rab9 promoter. Huh7 Rab9 promoter-luciferase reporter, luminescence, 24 h. Potency, µM (highest dose often 9.22 µM), inactives show top-dose activation, negative = inhibition, usual class: activators. actives 2.8% (n = 320,000); also: % of control where 0% means no effect; nearly all actives have a fitted effect of over 60% in size
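Luminescence from Amplite-detected luciferase (10 minutes, ambient) reports Rab9 promoter activation. Before that, stable Rab9-luciferase Huh7 cells (1500/well, reduced-serum OP-MEM I plus 10% FBS) were exposed to compound for 24 hours at 37C.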
MBNL1-CUG inh: MBNL1-poly(CUG) RNA binding inhibition; TR-FRET MBNL1-His/biotin-(CUG)12 binding, 665/545 ratio; Q9NR56; AID 2675; Potency, µM (highest dose often 57.5 µM), without a hit: at the highest dose activity change, negative = inhibition, actives largely listed as inhibitors; actives 0.036% (n = 280,000); active = well fitted inhibition curve with a large enough effect in the signal ratio, with a control signal flat, not every such curve was filed as active; inconclusive = small, poorly fitted or top-dose-only effect, or effect the other way, or a change in a side signal; inactive = no such curve, though single readings can be large or run the other way; the % refers to the signal ratio; also: % is scaled to controls: 0 for no effect and ±100 for the full control effect
Target sequence (Q9NR56 whole entry, looked up): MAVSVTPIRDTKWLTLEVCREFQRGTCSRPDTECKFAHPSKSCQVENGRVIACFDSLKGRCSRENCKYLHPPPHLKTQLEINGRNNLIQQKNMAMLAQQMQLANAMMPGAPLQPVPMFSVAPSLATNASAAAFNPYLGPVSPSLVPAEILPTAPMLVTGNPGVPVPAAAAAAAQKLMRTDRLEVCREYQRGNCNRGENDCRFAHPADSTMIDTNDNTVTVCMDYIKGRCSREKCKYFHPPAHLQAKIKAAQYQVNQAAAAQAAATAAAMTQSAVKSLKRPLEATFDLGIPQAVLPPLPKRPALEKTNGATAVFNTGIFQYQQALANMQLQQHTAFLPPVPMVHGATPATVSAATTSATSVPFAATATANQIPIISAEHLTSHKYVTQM
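His-tagged MBNL1 binding to biotinylated (CUG)12 RNA was measured by TR-FRET using terbium anti-His antibody (0.055 ng/ul final) and streptavidin-XL665 (5 nM final). Compounds were titrated 92 nM to 58 uM; 60 min at room temperature.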
ELG1 genotoxic: genotoxicity induction in ELG1-luciferase HEK293T cells. HEK293T ELG1-luciferase reporter, luminescence, 16 h. Potency, µM (top dose mostly 46 µM), for the others: at the top dose activity change, positive = activation, actives largely listed as activators. actives 1.3% (n = 330,000). AID 504466; also: % of control where 0% means no effect; nearly all actives have a fitted effect of over 60% in size
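HEK293T cells expressing luciferase-tagged ELG1 were treated with compound or DMSO for 16 hr at 37°C. Luciferase activity was then read after 30 min with ONE-Glo at room temperature; rising signal flags genetic stress.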
An asterisk follows results filed as active; ? = inconclusive; . = not tested or not shown; & = joins results of further samples; [ ] = dose if it differs, or a comment. Unless noted, calls follow the shape of the dose curve; as a rule, active = well fitted curve in the direction sought with a large enough effect; inconclusive = small, poorly fitted or top-dose-only effect, or another doubt; inactive = no such curve, though single readings can be large; an effect the other way counts as inactive or inconclusive. Potency is read from the fitted curve at half-maximal effect.

| smiles | RORgamma inh | VP16 counter | uPA generation | ELG1 genotoxic | BRCA1 expr act | MBNL1-CUG inh | Rab9 promoter act | FLuc counter | NPC1 prom act | p53 reactivation |
| --- | --- | --- | --- | --- | --- | --- | --- | --- | --- | --- |
| Cc1c(C(=O)N2CCOCC2)oc2ccccc12 | . | . | 6.2% | 2.5% | 2.9% | . | -0.5% | -2.0% | -2.0% | -6.1% |
| CCCCCC(=O)NC(=S)Nc1ccc(Cl)cn1 | 7.08µM* | 7.94µM* | -7.9% | 0.1% | 23.0% | -6.1% | 0.8% | -17.7% | 2.0% | 23.5% |
| Cc1cc(C)cc(C(=O)NC2CC(C)(C)NC(C)(C)C2)c1 | -12.8% | 2.1% | -0.1% | -4.5% | -20.6% | 2.7% | 1.0% | -0.7% | 0.1% | ? |
| CC(CN1CCOCC1)OC(=O)c1ccc(Br)cc1 (stereo not given) | 2µM* | ? | -1.9% | -1.8% | -31.6% | 5.0% | -11.4% | -1.9% | -7.2% | 4.4% |
| O=C(O)c1ccc(CSc2nnc(-c3ccccc3)n2-c2ccccc2)cc1 | 43.6% | 10.4% | 2.9% | 3.0% | -14.3% | -3.8% | 2.9% | -3.6% | -4.2% | -3.0% |
| N#CCCn1cc(/C=N/O)c(-c2ccccc2)n1 | -15.4% | -8.6% | . | 1.1% | 0.1% | -3.0% | ? | -1.2% | 3.5% | -4.2% |
| CCc1ccc(OC(C)C(=O)N(Cc2ccco2)C2CCS(=O)(=O)C2)cc1 (stereo not given) | -23.6% | -6.2% | 4.4% | 2.7% | -15.5% | -5.1% | -0.7% | -0.4% | -1.2% | . |
| O=C(Nc1ncc2c(n1)CC(c1ccco1)CC2=O)c1ccc(Cl)cc1 (stereo not given) | 40.4% | 3.5% | 0.6% | 2.6% | -26.3% | 0.8% | 3.3% | ? | 1.7% | 15.6% |
| CCOC(=O)N1CCN(C(=O)C(C)SCc2ccccc2)CC1 (stereo not given) | 30.1% | 3.2% | -5.7% | -1.0% | 0.7% | -0.8% | 0.8% | -1.7% | -1.8% | 1.5% |
| CCOc1ccc(C(C)=O)cc1Cn1nc(C(=O)O)c2ccccc2c1=O | 17.5% | -9.1% | -2.7% | 1.0% | -57.1% | 11.8% | -20.7% | 1.7% | -28.6% | -8.1% |
| O=C(Nc1ccc(F)cc1)C(Sc1nc2ccccc2[nH]1)c1ccccc1 (stereo not given) | ? | -17.0% | 2.5% | -2.1% | -57.7% | -8.2% | -2.8% | -14.9% | 0.0% | 13.1% |
| COc1ccc(CCNc2nc(C)nc3c2nnn3Cc2ccccc2)cc1 | 5.1% | 4.5% | 2.9% | 0.1% | 8.2% | 3.7% | -9.3% | -1.1% | -3.6% | . |
| CCOC(=O)c1ccccc1NC(=O)C1CC(=O)N(c2ccccc2)C1 (stereo not given) | 0.5% | -2.7% | 3.8% | 0.0% | -14.5% | -5.9% | -0.9% | -0.1% | -2.0% | -2.7% |
| Cc1cc(C)cc(Oc2ncnc3c2ncn3Cc2c(Cl)cccc2Cl)c1 | -38.1% | -12.2% | . | -3.1% | -1.7% | -6.2% | 0.3% | 2.4% | -4.0% | -1.2% |
| Cc1ccc2c(c1)N(CC(=O)NCc1ccco1)C(=O)C(C(C)C)O2 (stereo not given) | -2.4% | -20.7% | 2.4% | -4.1% | -2.7% | -13.2% | 0.5% | 2.2% | -4.8% | -2.6% |
| c1ccc2c(c1)OCCOCCOCCOCCOCCOc1ccccc1OCCOCCOCCO2 | ? | ? | -11.5% | -12.0% | -48.1% | -2.8%[11.5 µM] | -10.7% | 1.9% | -2.8% | -17.2% |
| O=C(Cc1ccc(NC2=NC3CS(=O)(=O)CC3S2)cc1)NCc1ccccc1Cl (stereo not given) | 10.2% | -4.0% | 7.5% | 6.7% | 15.2% | -9.8% | 0.0% | -19.8% | -1.6% | . |
| Cc1ccc(CC(=O)Nc2ccc(F)c([N+](=O)[O-])c2)cc1 | 14.5%[10 µM] | -1.9% | 6.5% | -4.8% | -12.2% | . | 0.8% | -10.7% | -0.8% | 5.9% |
| O=[N+]([O-])c1ccccc1S(=O)(=O)N1CCN(c2ccccc2)CC1 | ? | -6.7% | -31.7% | 2.1% | 0.0% | 0.0% | 6.7% | 6.3% | -0.6% | . |
| OCCN1CCN(CC(O)COC(c2ccc(F)cc2)c2ccc(F)cc2)CC1 (stereo not given) | -0.7% | -6.5% | -1.3% | 0.1% | -22.0% | 0.8% | 4.6% | 0.7% | -4.3% | -6.4% |
| CCC(=O)Nc1ccc(/C(C)=N/NC(=O)c2c(Br)c(C)nn2C)cc1 | 10.4% | 6.1% | -29.2% | -1.5% | -10.5% | 5.0% | -4.0% | 1.6% | -2.0% | 7.2% |
| COc1ccc(S(=O)(=O)N2CCOCC2)cc1NC(=O)COC(=O)C1CCC1 | . | . | 2.3% | 1.9% | -27.7% | . | -4.8% | 0.1% | -9.1% | -3.6% |
| CC(C)(c1ccccc1)c1ccc(OCCN2CCOCC2)cc1 | 15.9% | -18.5% | 6.5% | -5.8% | -5.4% | 1.9% | 0.6%[1.84 µM] | -2.4% | -2.9% | 6.4% |
| O=C(O)CC1=C(Nc2ccccc2)C(=O)N(c2ccccc2)C1c1ccc(Cl)cc1 (stereo not given) | ? | 2.8% | -8.9% | 1.3% | 6.8% | -13.9% | -1.9% | ? | 1.6% | 2.5% |
| COCCN(C(=O)c1snc(C(N)=O)c1N)C(C(=O)NC1CCCCC1)c1cc(OC)c(OC)c(OC)c1 (stereo not given) | 21.4% | 0.8% | -10.6% | -0.8% | 17.9% | 3.5% | -1.2% | -0.1% | 0.5% | . |
| COC(=O)[C@H](CCSC)NC(=O)c1cc2c(cn1)[nH]c1ccccc12 | 3.1% | -0.4% | 1.5% | -3.4% | -9.2% | 34.3%[activator] | -0.2% | ? | -0.9% | 0.7% |
| CC(NC(=O)/C=C/c1ccccc1)c1ccccc1 (stereo not given) | 4.2% | 4.7% | -1.7% | -0.9% | -2.1% | 3.8% | -0.3% | 2.2% | -3.8% | -1.2% |
| O=C1CC(NCc2ccc3c(c2)OCO3)C(=O)N1CCc1ccccc1 (stereo not given) | -3.1% | -8.7% | 9.6% | 0.6% | 17.8% | -3.8% | -2.1% | 8.5% | 0.5% | -5.8% |
| CC(C)OC(=O)c1nn2c(C(F)(F)F)cc(-c3ccco3)nc2c1Cl | -16.3% | -2.8% | 4.8% | -6.9% | -20.3% | 15.1% | 0.0% | 1.2% | 6.7% | -5.9% |
| CCCNC(=O)NNC(=O)c1ccc(F)cc1 | -1.7% | -6.9% | 4.4% | 5.0% | -31.7% | . | -3.6% | 3.9% | -1.5% | 3.2% |
| CCN(CC)CCn1c(NC(=O)c2ccc(Cl)cc2)nc2ccccc21 | 2µM* | 2.51µM* | 4.5% | 10.2% | -65.1% | -0.1% | 6.3% | -2.3% | 0.5% | 24.6% |
| Cc1cc(C)c(OCC(=O)N2CC=C(c3ccccc3)CC2)c(C)c1 | -0.2% | 0.7% | -3.5% | 2.9% | 0.0% | 1.3% | 17.6% | 0.0% | -2.8% | -32.3%[inhibitor] |
| COc1ccc(C(=O)NNC(=S)NC(=O)c2ccccc2)cc1 | 4.47µM* | 8.91µM* | -1.1% | ? | -39.3% | -9.0% | -6.2% | -0.1% | 3.3% | ? |
| CC(C(=O)N(C)C)N(C#N)c1nc(N(C)C)nc(N(C)C)n1 (stereo not given) | 3.1%[10 µM] | -1.1% | -0.3% | 2.2% | -8.8% | -0.8% | 4.2% | -1.7% | 2.0% | -2.1% |
| COC(=O)[C@@]1(Cc2ccc(OC)cc2)[C@H]2c3cc(C(=O)N(C)C)n(Cc4ccc(OC(F)(F)F)cc4)c3C[C@H]2CN1C(=O)c1ccccc1 | ? | -10.8%&-11.1% | ? | -1.4% | -77.1% | -12.3% | -7.5% | 1.5% | -11.3% | 5.4% |
| CC(C)=C1SC(N2CCN(c3cccc(C)c3)CC2)=NC1=O | 25.5% | 10.2% | -6.4% | -10.4% | 24.4% | 3.5% | -9.4% | 0.2% | 0.4% | -9.8% |
| Cc1cccc(NC(=O)CCC(=O)N/N=C/c2cccnc2)c1 | 8.7% | -5.0% | 0.7% | 11.1% | 1.0% | -2.3% | -3.8% | -1.0% | -0.3% | -8.9% |
| CC(=O)NS(=O)(=O)c1ccc(NC(=O)NC2CCCCC2)cc1 | -6.2% | -0.9% | -0.3% | -1.0% | 4.1% | -10.4% | 4.2% | -3.6% | 2.0% | -2.1% |
| Cn1nc(C(=O)NCc2ccccc2CN2CCCC2)c2ccccc2c1=O | . | . | -7.5% | 0.5% | -36.1% | . | -5.0% | -0.1% | -2.1% | 2.4% |
| Cc1cc(C)c(NC(=O)c2cnn(C)c2)c(C)c1 | -3.7% | 10.0% | 4.6% | 0.2% | -7.7% | 18.8%[11.5 µM] | -0.9% | 0.4% | -0.1% | 8.7% |

Bioassay records from PubChem.
